High-throughput results: PubChem BioAssay, National Center for Advancing Translational Sciences (NCATS)
LMNA splice mod: qHTS Assay for Modulators of Lamin A Splicing. 200,000 compounds, 0.01% hits. HeLa LMNA splicing GFP/RFP minigene ratio, 48 h. Potency, µM (highest dose often 46.1 µM), for inactives: at the highest dose ratio change, negative = inhibition, actives largely listed as inhibitors; active = well fitted inhibition curve with a large enough effect in the signal ratio, with a control signal flat, not every such curve was filed as active; inconclusive = small, poorly fitted or top-dose-only effect, or effect the other way, or a change in a side signal; the % refers to the signal ratio; note: % is set by controls: 0 for no effect and ±100 for the full control effect
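S3 HeLa stable clones carrying a lamin A-EGFP splicing minigene plus DsRed2 were seeded at 600 cells/well in Opti-MEM with 2% FBS, pin-dosed and incubated 48 h at 37°C. Acumen cytometry (488 nm) gave the GFP/RFP total-intensity ratio.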
ALDH1A1 block: qHTS Assay for Inhibitors of Aldehyde Dehydrogenase 1 (ALDH1A1); Aldehyde dehydrogenase 1A1 (Homo sapiens), P00352; Purified ALDH1A1, NADH fluorescence, propionaldehyde substrate; Potency, µM (titrated, usually from 75.3 µM), without a hit: at the top dose activity, negative = inhibition, usual class: inhibitors; 220,000 compounds, 7.3% hits; AID 1030, 2008; active = well fitted inhibition curve with a large enough effect, not every such curve was filed as active; inconclusive = small, poorly fitted or top-dose-only effect, or another doubt; inactive = no such curve, though single readings can be large or run the other way;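 note: plate controls were no enzyme wells and a reference inhibitor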
Luc counter: Counterscreen for Luciferase (Kinase-Glo TM) Inhibition; Kinase-Glo luciferase, ATP luminescence, 8 min; Potency, µM (titrated, usually from 38.3 µM), inactives show top-dose activity change, negative = inhibition, usual class: inhibitors; 200,000 compounds, 0.28% hits; AID 1379, 2008; note: % is set by controls: 0 for no effect and ±100 for the full control effect; nearly all actives have a fitted effect of over 60% in size
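Kinase-Glo luciferase light output from ATP and luciferin was measured with 10 uM ATP, within the enzyme's linear range. Buffer: 50 mM imidazole pH 7.2, 50 mM KCl, 7 mM MgCl2, 0.01% Tween 20, 0.05% BSA; luminescence read after 8 min at ambient temperature.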
RECQ1 inh: qHTS Assay for Inhibitors of RecQ-Like Dna Helicase 1 (RECQ1); 240,000 compounds, 0.54% hits; RECQ1 DNA unwinding, red fluorescence kinetic read; ATP-dependent DNA helicase Q1 (Homo sapiens), P46063; Potency, µM (top dose mostly 57.3 µM), inactives show at the highest dose activity, negative = inhibition, usual class: inhibitors;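 note: plate controls were vehicle for no effect and no enzyme for full effect; nearly all actives have a fitted effect of over 30% in size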
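50 nM RECQ1T1 preincubated 15 min with compound in Tris pH 8.0 buffer with MgCl2, DTT, Tween-20 and 2.5 ug/ml poly(dI-dC); started with 200 nM TAMRA/BHQ-2 forked duplex and 2 mM ATP. Unwinding read as fluorescence (525/598 nm), two reads 2 h apart.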
L3MBTL1 block: qHTS Assay for the Inhibitors of L3MBTL1; Lethal(3)malignant brain tumor-like protein 1 (Homo sapiens), Q9Y468; AlphaScreen L3MBTL1–H3K9me1 peptide binding; 230,000 compounds, 0.66% hits; Potency, µM (doses to about 57.1 µM), for the others: at the top dose activity, negative = inhibition, actives largely listed as inhibitors; note: % is set by controls: 0 for no effect and ±100 for the full control effect; nearly all actives have a fitted effect of over 60% in size
Target sequence (Q9Y468 whole entry, looked up): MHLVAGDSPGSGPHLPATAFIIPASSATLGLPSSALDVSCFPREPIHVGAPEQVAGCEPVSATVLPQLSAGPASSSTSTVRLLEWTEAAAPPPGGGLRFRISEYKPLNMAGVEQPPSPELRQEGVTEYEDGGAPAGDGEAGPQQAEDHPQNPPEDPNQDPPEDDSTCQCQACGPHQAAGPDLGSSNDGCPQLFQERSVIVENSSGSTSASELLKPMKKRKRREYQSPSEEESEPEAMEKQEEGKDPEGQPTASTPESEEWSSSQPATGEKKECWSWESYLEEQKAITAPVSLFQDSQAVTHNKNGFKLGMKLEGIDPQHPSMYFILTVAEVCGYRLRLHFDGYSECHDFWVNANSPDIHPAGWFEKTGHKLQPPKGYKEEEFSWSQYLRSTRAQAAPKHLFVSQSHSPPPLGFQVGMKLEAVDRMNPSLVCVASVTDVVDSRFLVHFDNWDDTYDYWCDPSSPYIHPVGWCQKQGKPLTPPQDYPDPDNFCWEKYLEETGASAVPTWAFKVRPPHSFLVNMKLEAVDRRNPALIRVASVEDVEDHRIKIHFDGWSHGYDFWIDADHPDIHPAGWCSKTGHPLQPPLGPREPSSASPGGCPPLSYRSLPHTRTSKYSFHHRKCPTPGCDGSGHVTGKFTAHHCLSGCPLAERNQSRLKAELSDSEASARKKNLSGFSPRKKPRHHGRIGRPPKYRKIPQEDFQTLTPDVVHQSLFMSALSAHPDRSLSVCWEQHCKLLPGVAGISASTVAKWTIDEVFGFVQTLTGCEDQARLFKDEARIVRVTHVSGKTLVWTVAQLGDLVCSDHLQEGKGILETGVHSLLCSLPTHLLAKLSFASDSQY
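Read-out is AlphaScreen signal from streptavidin donor and nickel chelate acceptor beads (10 ug/mL final each) bridging L3MBTL1 (50 nM) and biotinylated K9-monomethylated H3(1-15) peptide (75 nM), after 30 min compound exposure at room temperature.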
Tau fibril ThT: qHTS for Inhibitors of Tau Fibril Formation, Thioflavin T Binding; 270,000 compounds, 2.1% hits; Microtubule-associated protein tau (Homo sapiens), P10636; Potency, µM (doses to about 57.4 µM), without a hit: top-dose activity, negative = inhibition, actives largely listed as inhibitors; recombinant tau K18 P301L, heparin-induced fibrillization, ThT fluorescence; note: % is set by controls: 0 for no effect and ±100 for the full control effect; nearly all actives have a fitted effect of over 55% in size
Target sequence (P10636 561-689 P618L limits assumed): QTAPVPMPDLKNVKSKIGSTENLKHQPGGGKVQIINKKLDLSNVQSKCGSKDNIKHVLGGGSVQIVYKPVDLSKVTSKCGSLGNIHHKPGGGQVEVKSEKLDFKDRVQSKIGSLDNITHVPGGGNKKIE
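Using a mix of unlabeled (15 uM) and Alexa 594-labeled (0.24 uM) tau K18 P301L, heparin-triggered fibrillization over 6 hr at 37 C was scored by ThT fluorescence.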
JMJD2E inh: qHTS Assay for Inhibitors of Human Jumonji Domain Containing 2E (JMJD2E). Potency, µM (doses to about 57.1 µM), for the others: at the highest dose activity change, negative = inhibition, actives largely listed as inhibitors. Lysine-specific demethylase 4E (Homo sapiens), B2RXH2. AID 2147, 2009. 230,000 compounds, 1.6% hits. JMJD2E catalytic domain, FDH-coupled NADH fluorescence (FDH is formaldehyde dehydrogenase); active = well fitted inhibition curve with a large enough effect, not every such curve was filed as active; inconclusive = small, poorly fitted or top-dose-only effect, or another doubt; inactive = no such curve, though single readings can be large or run the other way;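 note: 0% = wells with enzyme and -100% = buffer wells without enzyme; nearly all actives have a fitted effect of over 50% in size; many of its hits are not listed in these tables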
SMN2 splice enh: qHTS Assay for Enhancers of SMN2 Splice Variant Expression; HEK293 SMN2-luciferase splicing reporter, luminescence, 30-36 h; 210,000 compounds, 2.8% hits; Potency, µM (doses to about 46.1 µM), for the others: at the top dose activity change, positive = activation, usual class: activators; note: % of control where 0% means no effect; nearly all actives have a fitted effect of over 55% in size
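qHTS luciferase splicing reporter: luminescence rises when SMN2 exon 7 is included in transfected HEK293 cells. Compound exposure lasted 30-36 h at 37C, with 4.5 mM final sodium butyrate as control, followed by a ONE-Glo read.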
* = called active by the depositor; i = inactive; ? = inconclusive; . = not tested or not shown; & = joins results of further samples; [ ] = remark or other dose. Unless noted, calls come from the whole dose curve; as a rule, active = well fitted curve in the direction sought with a large enough effect; inconclusive = small, poorly fitted or top-dose-only effect, or another doubt; inactive = no such curve, though single readings can be large; an effect the other way counts as inactive or inconclusive. Potency is the fitted concentration of half-maximal effect. These rows are one share of the data; rates above refer to the full screens.

Sequence of screens – LMNA splice mod, ALDH1A1 block, Luc counter, RECQ1 inh, L3MBTL1 block, Tau fibril ThT, JMJD2E inh, SMN2 splice enh
1: Cc1cc(NC(=O)c2ccc(S(=O)(=O)N3CCCC3)cc2)nc2c1c(=O)oc1ccccc12
  -10%, ?, -3%, -3%, 29%, 1%, -4%, 4%
2: Cc1cccc(CSC2=NCCN2C(=O)c2ccco2)c1
  -1%, -13%, 1%, -14%, ., -17%, -6%, -10%
3: CN1CCN(NC(=O)CN2C(=O)/C(=C/c3ccccc3Cl)SC2=S)CC1
  -22%, ?, 3%, -29%, -6%, ?, -9%, -2%
4: O=C1CCC/C1=C/Nc1ccc(Cl)cc1
  ., -5%, -3%, i, ., -13%, 0%, 3%
5: CCc1cc2cc(C(=O)N3CCN(Cc4ccccc4)CC3)sc2s1
  ?, ?, -2%, -8%, ., ?, -2%, -20%
6: O=C(O)CCCCC(=O)O
  ?, 2%, ., -12%, ., ., ., -11%
7: Cc1ccc(NCc2nnc(SCC#N)o2)c(C)c1
  -3%, -15%, 0%, 0%, 9%, -5%, 3%, 0%
8: Cc1ccc(CSCC(=O)NCc2cccs2)cc1
  ., 9%, -3%, i, ., -4%, 5%, -2%
9: CCNS(=O)(=O)c1ccc(CCC(=O)NCCC2=CCCCC2)cc1
  ?, 17%, -2%, -7%, 8%, 3%, 3%, -6%
10: COc1ccc(NC(=O)CN2CCc3ccccc3C2)cc1OC
  ., 14%, -2%, i, 2%, -3%, 4%, -8%
11: CNC(=O)C(C)NS(=O)(=O)c1ccc(F)cc1 (stereo unspecified)
  -3%, 2%, -2%, 9%, ., -24%, 1%, .
12: Cc1cc(O)c(C(C[N+](=O)[O-])c2ccc(Cl)cc2Cl)c(=O)o1 (stereo unspecified)
  -23%, -2%, -1%, -3%, ., 28µM*, 7%, -5%
13: CS(=O)(=O)C1=NSC2=NC(=O)/C(=C\c3cccn3-c3ccccc3Cl)C(=N)N21
  ?, ?, -1%, 25µM*, -4%, ?, 7%, -2%
14: Cc1cccc(S(=O)(=O)NNC(=O)Cc2cccn2C)c1
  ., 5%, 0%, i, 2%, -9%, -6%, 6%
15: CC1C2CC(C(S(=O)(=O)N3CCOCC3)C2=O)C1(C)C (stereo unspecified)
  10%, -15%, -2%, -14%, -3%, -4%, -2%, -10%
16: Cc1ccc(C(=O)N2CCN(C(=O)c3ccco3)CC2)cc1NC(=O)c1ccco1
  ., ?, 0%, i, 0%[11.4 µM], -6%, 2%, 0%
17: Cc1cc([N+](=O)[O-])nn1CC(=O)Nc1ccc(F)cc1
  ?, 7%, 1%, 15%, -4%, -6%, 3%, 2%
18: Cc1ccc(S(=O)(=O)NCCN=C(CN2CCOCC2)NS(=O)(=O)c2ccc(C)cc2)cc1
  -6%, 1.6µM*, 1%, -17%, 8%, -6%, -1%, 9%
19: CCOc1ccc(NC(=O)CCS(=O)(=O)c2ccc3c(c2)CCCN3C(=O)CC)cc1
  12%, -2%, -4%, i, ., -13%, 4%, -2%
20: CCn1cc(CN2CCc3c([nH]c4ccccc34)C2c2cccc(OC)c2)c(C)n1 (stereo unspecified)
  ., -16%, ., i, -20%, ?, ?, .
21: COc1cc(OC)c(C#N)c(S(=O)(=O)Cc2ccccc2)c1
  4%, ?, -2%, i, 7%, -2%, -8%, -13%
22: O=c1oc2ccccc2c(O)c1/C=C1\C=Nc2ccccc21
  0%, 13µM*, 0%, 0%, 4%, ?, -23%, -13%
23: COc1cccc(NC(=O)CN(C)C(C)C(=O)Nc2ccc(C#N)cc2)c1 (stereo unspecified)
  ., 2%, 1%, 0%, ., -10%, 6%, -19%
24: Cc1nc2ccc(S(=O)(=O)NC(C(=O)N3CCn4c3nc3ccccc34)C(C)C)cc2s1 (stereo unspecified)
  -4%, 12%, -1%, -7%, 0%, 2%, 2%, 1%
25: CCC(=O)Nc1ccc(C(=O)Nc2ccc(Br)cc2F)cc1
  10%[46 µM], 1%, 1%, -10%, -1%, ?, -8%, .
26: O=c1cc(-c2cccc(O)c2)oc2cc(O)ccc12
  ., ?, -6%, i, ., -11%, 0%, .
27: O=C(CSc1nnnn1C1CCCC1)Nc1ccc(F)cc1
  3%, ?, 2%, i, 3%, 1%, 5%, -4%
28: Cc1ccc(SC(C)C(=O)NCc2ccc(F)cc2)cc1 (stereo unspecified)
  19%[46 µM], 11%, 2%, i, 8%, -12%, 17%, 4%
29: Cc1ccc(SCC(=O)Nc2ccc(C(=O)Nc3ccc(O)cc3)cc2)cc1
  ., -4%, 0%, -19%, -8%, -1%, 0%, 17%
30: C/C(=N\NC(=S)Nc1cccc(C)c1)c1ccco1
  -9%[46 µM], ?, -4%, 19%, -11%, -1%, -11%, .

9 compounds out of the list, ordered by number of heavy atoms, highest first.
Sequence of screens – LMNA splice mod, ALDH1A1 block, Luc counter, RECQ1 inh, L3MBTL1 block, Tau fibril ThT, JMJD2E inh, SMN2 splice enh
18: Cc1ccc(S(=O)(=O)NCCN=C(CN2CCOCC2)NS(=O)(=O)c2ccc(C)cc2)cc1
  -6%, 1.6µM*, 1%, -17%, 8%, -6%, -1%, 9%
19: CCOc1ccc(NC(=O)CCS(=O)(=O)c2ccc3c(c2)CCCN3C(=O)CC)cc1
  12%, -2%, -4%, i, ., -13%, 4%, -2%
13: CS(=O)(=O)C1=NSC2=NC(=O)/C(=C\c3cccn3-c3ccccc3Cl)C(=N)N21
  ?, ?, -1%, 25µM*, -4%, ?, 7%, -2%
10: COc1ccc(NC(=O)CN2CCc3ccccc3C2)cc1OC
  ., 14%, -2%, i, 2%, -3%, 4%, -8%
22: O=c1oc2ccccc2c(O)c1/C=C1\C=Nc2ccccc21
  0%, 13µM*, 0%, 0%, 4%, ?, -23%, -13%
2: Cc1cccc(CSC2=NCCN2C(=O)c2ccco2)c1
  -1%, -13%, 1%, -14%, ., -17%, -6%, -10%
30: C/C(=N\NC(=S)Nc1cccc(C)c1)c1ccco1
  -9%[46 µM], ?, -4%, 19%, -11%, -1%, -11%, .
11: CNC(=O)C(C)NS(=O)(=O)c1ccc(F)cc1 (stereo unspecified)
  -3%, 2%, -2%, 9%, ., -24%, 1%, .
6: O=C(O)CCCCC(=O)O
  ?, 2%, ., -12%, ., ., ., -11%

Following part.
Sequence of screens – LMNA splice mod, ALDH1A1 block, Luc counter, RECQ1 inh, L3MBTL1 block, Tau fibril ThT, JMJD2E inh, SMN2 splice enh
31: CCOC(=O)C1=C(C)NC2=C(C(=O)CCC2)C1c1cccnc1 (stereo unspecified)
  0%, ?, 2%, i, 6%, -10%, ?, .
32: O=C(c1ccc(S(=O)(=O)N2CCOCC2)cc1)N1CCN(c2ccc(F)cc2)CC1
  18%, -7%, 1%, i, 6%, -9%, -3%, -20%
33: COc1cc(C(=O)Nc2cc(C(F)(F)F)ccc2-n2cncn2)cc(OC)c1OC
  -20%[46 µM], -12%, 2%, -6%, -1%, 4%, -2%, 11%
34: CCc1cccc(C)c1NC(=O)CCCC(=O)O
  4%, 10%, 1%, -2%, 9%[11.4 µM], 1%, 6%, -15%
35: COc1ccccc1NC(=O)CSc1nnc(Cc2ccccc2)o1
  4%, 8%, 9%, i, ., -2%, -7%, -3%
36: Cc1ccc(NC(=O)CCn2ccc([N+](=O)[O-])n2)nc1
  ?, ?, 2%, -5%, -3%, -15%, -4%, 23%
37: O=C(NC1CC1)C1=C[C@@H](c2coc3ccccc3c2=O)C[C@@H](OCc2ccc(CO)cc2)O1
  ., ?, ., -3%, -4%, -2%, -22%, .
38: CCC(NS(=O)(=O)c1ccc(OC)cc1)C(=O)NCCC1=CCCCC1 (stereo unspecified)
  0%, ?, -1%, -9%, ., -1%, 15%, -4%
39: Cc1[nH]n(-c2ccc(Cl)cc2)c(=O)c1C=Nc1ccc(S(=O)(=O)N2CCOCC2)cc1
  ?, -12%, -6%, -8%, -13%, ?, -2%, -6%
40: CCCCCCCCCCCCCCCCCCOC[C@H](COP(=O)([O-])OCC[N+](C)(C)C)OC(C)=O
  ., 9%&5%, -10%, 13%, ., -4%&14%, 6%, -6%&20%
41: CCCNC(=O)Nc1nc(CC(=O)OCC)cs1
  ?, 12%, -3%, i, 6%, 0%, 3%, -1%
42: Cc1ccc(CN2CCNC(=O)C2CC(=O)N(C)C2CCCCC2)o1 (stereo unspecified)
  29%[46 µM], 1%, 1%, -2%, 1%, -5%, 1%, -5%
43: Cc1ccc(NC(=O)N(CCCN2CCOCC2)Cc2cc3cc4c(cc3[nH]c2=O)OCO4)cc1
  ?, ?, -9%, -1%, -9%, ?, ?, -17%
44: COc1ccc(-c2nnc(NC(=O)c3ccc(S(=O)(=O)N4CCc5ccccc5C4)cc3)o2)cc1
  ?, -1%, -5%, i, 1%, -17%, 8%, -77%[inhibitor]
45: Cc1ccc(-n2c(SCC(=O)Nc3cc(C)on3)nc3c(c2=O)SC(C)C3)cc1 (stereo unspecified)
  0%, 2%, 0%, i, 0%, -6%, 2%, -8%
46: CCCC(CCC(=O)OC)(C(=O)OCC)c1csc(N)n1 (stereo unspecified)
  16%, 7%, 1%, i, 8%, -12%, 0%, -7%
47: COc1ccc(CCNC(=O)C2CC(c3cccc([N+](=O)[O-])c3)=NO2)cc1 (stereo unspecified)
  ?, ?, 10%, i, 1%, -12%, -1%, ?
48: O=C(NC1CC2CCCC(C1)N2C(=O)Nc1ccc(Cl)c(C(F)(F)F)c1)C1CC1 (stereo unspecified)
  5%, -5%, 0%, ?, -6%, 5%, -2%, 21%
